# Screening data (PubChem BioAssay)
# Efflux pump mplx – blocks antifungal efflux pumps in multiplex yeast assay. inhibition, % at 10 µM. 0.44% of 330,000 active. AID 485275. S. cerevisiae Candida pump triplex, Nile Red efflux;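 active means plate passing quality check with inhibition over a set limit, or well fluorescence over plate mean plus 4 SD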;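 further: Nile Red retained in pooled yeast measured as flow cytometry median fluorescence; 0% = buffer negative control and 100% = Enniatin B positive control; higher means more Nile Red kept so more efflux inhibition; some compounds called inactive have numbers as strong as hits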
# PP5 inh – blocks human protein phosphatase 5 activity | purified PP5c, OMFP substrate fluorescence | AID 1987 | 0.18% of 320,000 active | inhibition, % at 6.7 µM;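 active means inhibition above the campaign's mean inhibition across all tested compounds plus 3 SD, cut at about 9.5% in these data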;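 further: 0% = DMSO only and 100% = 100 µM cantharidin control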
# PP1 counter – PP1-alpha (human) inhibition in PP5 counter-screen | P62136 | purified PP1alpha, OMFP fluorescence | inhibition, % at 6.7 µM | 0.9% of 320,000 active;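 active means inhibition above the mean inhibition of all tested compounds plus 3 SD, computed separately for each screening campaign, cut at about 15% in these data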
# TPT1 inhibitor – inhibitors of Candida albicans tRNA 2'-phosphotransferase TPT1 | recombinant caTPT1, FP RNA substrate dephosphorylation | inhibition, % at 5 µM | 0.81% of 300,000 active | AID 1962;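 active means inhibition above the mean of all tested compounds plus 3 SD, set per screening campaign, cut at about 24% in these data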;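 further: plate controls were DMSO alone for no effect and ferristatin control at 100 nM for full effect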
# ZTA DNA inh – ZTA (EBV) inhibition in EBNA-1 counter-screen; P03206; ZTA-DNA binding, fluorescence polarization; inhibition, % at 11 µM; 0.15% of 320,000 active; in the data active means inhibition above about 33%
# Target sequence (P03206 whole entry, looked up): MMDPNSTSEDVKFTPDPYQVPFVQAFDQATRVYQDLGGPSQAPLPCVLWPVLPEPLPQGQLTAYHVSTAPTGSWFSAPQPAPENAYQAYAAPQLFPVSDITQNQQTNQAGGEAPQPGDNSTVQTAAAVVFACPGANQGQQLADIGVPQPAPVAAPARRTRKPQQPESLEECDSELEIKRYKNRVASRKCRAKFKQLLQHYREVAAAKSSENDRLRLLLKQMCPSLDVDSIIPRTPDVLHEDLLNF
# EBNA-1 inh – blocks EBNA-1 binding to DNA; EBNA-1 DNA binding, fluorescence polarization; inhibition, % at 14.8 µM; 0.34% of 300,000 active; AID 1950; in the data active means inhibition above about 28%
# core dimer inh – blocks dimerization of HCV core protein; 0.33% of 300,000 active; inhibition, % at 5 µM; TR-FRET GST/Flag-core106 dimerization, 1536-well;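 active means inhibition above the mean of all tested compounds plus 3 SD, set per screening campaign, cut at about 45% in these data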
#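 Assay system: Tagged HCV core106 pair (GST and Flag) | Buffer or medium: KF-containing HEPES buffer, pH 7.45, DTT, CHAPS, BSA | Also added: Eu donor and XL665 acceptor anti-tag antibodies | Dosing: One concentration, 5 µM, in 0.5% DMSO | Timing: 4 h at 22.5 °C | Technique: TR-FRET 671 and 617 nm emission | Repeats: Singlicate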
# Fh CTSL1 inh – blocks F. hepatica cathepsin L1 in PFM18AAP counter-screen | 0.49% of 300,000 active | inhibition, % at 5.96 µM | recombinant F. hepatica cathepsin L1, Z-Leu-Arg-MCA fluorescence;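 active means inhibition above the mean of all tested compounds plus 3 SD, set per screening campaign, cut at about 17% in these data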;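 further: 0% = plate median of test compound wells and 100% = 1 µM Z-Phe-Ala-diazomethylketone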
# PREPL inhibitor – inhibitors of human prolyl oligopeptidase-like enzyme PREPL. 0.68% of 320,000 active. inhibition, % at 5.96 µM. recombinant PREPL, fluorescence polarization activity-based probe. AID 2751. Q4J6C6; in the data active means inhibition above about 43%;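 further: 0% = enzyme with DMSO and 100% = wells lacking enzyme; many of its hits are not listed in these tables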
# Target sequence (Q4J6C6 whole entry, looked up): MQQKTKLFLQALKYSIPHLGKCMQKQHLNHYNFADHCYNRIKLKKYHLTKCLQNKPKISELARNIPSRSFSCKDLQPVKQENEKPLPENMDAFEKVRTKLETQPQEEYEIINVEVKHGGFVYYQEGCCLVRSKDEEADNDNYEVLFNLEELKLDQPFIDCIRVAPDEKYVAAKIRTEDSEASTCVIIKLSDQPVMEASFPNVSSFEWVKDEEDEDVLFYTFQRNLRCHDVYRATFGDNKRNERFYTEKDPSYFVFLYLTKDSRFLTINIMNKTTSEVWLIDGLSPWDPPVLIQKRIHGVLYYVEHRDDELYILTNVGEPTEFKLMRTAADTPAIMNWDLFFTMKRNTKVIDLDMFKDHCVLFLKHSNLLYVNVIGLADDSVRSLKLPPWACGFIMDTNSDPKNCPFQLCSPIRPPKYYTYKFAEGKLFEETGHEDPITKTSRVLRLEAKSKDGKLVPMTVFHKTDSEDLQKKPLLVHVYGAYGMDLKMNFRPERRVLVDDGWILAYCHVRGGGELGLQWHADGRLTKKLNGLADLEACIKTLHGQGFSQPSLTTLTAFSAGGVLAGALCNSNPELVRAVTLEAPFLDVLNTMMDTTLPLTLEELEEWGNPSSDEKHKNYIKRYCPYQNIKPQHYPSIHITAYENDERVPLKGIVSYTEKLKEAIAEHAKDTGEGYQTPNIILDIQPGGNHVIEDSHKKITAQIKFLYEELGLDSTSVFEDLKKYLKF
# * hit, by the source's call; x = not tested or not shown. Some of the compounds tested; rates above refer to the full screens.
# The opening 3 entries, to show the layout:
SMILES,Efflux pump mplx,PP5 inh,PP1 counter,TPT1 inhibitor,ZTA DNA inh,EBNA-1 inh,core dimer inh,Fh CTSL1 inh,PREPL inhibitor
Cc1ccc(S(=O)(=O)N2CCN(C(=O)CSc3nc4ccccc4o3)C2)cc1,0.0,0.4,-1,-3,15,9,8,4,-8
Cc1csc(CNC(=O)c2cc(COc3c(C)cccc3C)on2)n1,0.3,2.0,-1,-3,-14,4,-9,3,-6
CCOc1ccccc1C(=O)NCC(=O)O,0.2,2.8,0,-1,-6,-16,-4,-2,6

# Main list, from the start:
SMILES,Efflux pump mplx,PP5 inh,PP1 counter,TPT1 inhibitor,ZTA DNA inh,EBNA-1 inh,core dimer inh,Fh CTSL1 inh,PREPL inhibitor
Cc1ccc(S(=O)(=O)N2CCN(C(=O)CSc3nc4ccccc4o3)C2)cc1,0.0,0.4,-1,-3,15,9,8,4,-8
Cc1csc(CNC(=O)c2cc(COc3c(C)cccc3C)on2)n1,0.3,2.0,-1,-3,-14,4,-9,3,-6
CCOc1ccccc1C(=O)NCC(=O)O,0.2,2.8,0,-1,-6,-16,-4,-2,6
CN(c1ccccc1C(=O)NCc1ccccn1)S(C)(=O)=O,0.0,2.7,-5,1,0,0,0,1,8
CC(C)C(=O)Nc1cccc(NC(=O)c2cccnc2)c1,-0.1,0.0,-3,-3,-17,1,-3,-4,15
Cc1cccc(Cc2nnc(NC(=O)c3cccc(S(=O)(=O)N4CCOCC4)c3)s2)c1,-0.2,0.3,2,2,11,9,8,4,-10
CC1(C)CC(NC(=O)C23CCC(C)(C(=O)C2=O)C3(C)C)CC(C)(C)N1 (stereo not given),-0.1,-3.3,-2,-6,1,3,-3,2,-1
CCOC(=O)c1cc(-c2ccc(OC(F)F)cc2)nc2c1c(=O)[nH]c(=O)n2C,-0.7,-1.9,-13,-2,-3,0,18,4,13
O=C(Nc1c2c(nn1-c1ccccc1)CSC2)c1ccc(N2C(=O)CCC2=O)cc1,-0.2,1.7,-4,0,-14,-3,7,-2,10
CC(C)C(C)NC(=O)COC(=O)c1cc(S(=O)(=O)N(C)C)ccc1N1CCCC1 (stereo not given),-0.1,-0.1,-2,-1,8,5,1,-6,0
COc1ccc([C@H]2CC(=O)C=C(c3ccc(Cl)c(C(F)(F)F)c3)C2)cc1OC,0.8,5.9,6,x,-5,x,x,x,4
CN1OC(COC(=O)c2ccc(Cl)cc2Cl)CC1c1ccccc1 (stereo not given),0.1,4.1,-1,1,15,-4,-2,2,5

# 2 successive records from above:
SMILES,Efflux pump mplx,PP5 inh,PP1 counter,TPT1 inhibitor,ZTA DNA inh,EBNA-1 inh,core dimer inh,Fh CTSL1 inh,PREPL inhibitor
CC(C)C(=O)Nc1cccc(NC(=O)c2cccnc2)c1,-0.1,0.0,-3,-3,-17,1,-3,-4,15
Cc1cccc(Cc2nnc(NC(=O)c3cccc(S(=O)(=O)N4CCOCC4)c3)s2)c1,-0.2,0.3,2,2,11,9,8,4,-10

# (more compounds)
SMILES,Efflux pump mplx,PP5 inh,PP1 counter,TPT1 inhibitor,ZTA DNA inh,EBNA-1 inh,core dimer inh,Fh CTSL1 inh,PREPL inhibitor
Cc1ccc(C(=O)N2CC=C(c3ccccc3)CC2)o1,0.0,-1.2,-3,0,5,-9,7,1,12
Fc1ccc(CN2CCN(C(=S)NCCc3ccccc3)CC2)c(Cl)c1,-0.1,0.7,1,0,2,-5,2,3,-56
CC(C)(C)N=Cc1c(O)ccc2oc3c(c12)CCCC3,0.1,0.2,1,-4,-4,-12,2,7,8
COC(=O)NCc1ccc(Cl)c(Cl)c1,-0.1,0.4,0,2,16,10,0,2,-32
COc1ccc(N2CCN(S(=O)(=O)CCNC(=O)COc3cccc(OC)c3)CC2)cc1,-0.1,0.1,-2,0,0,-6,2,-1,-2
CC(/C=C/C1(O)C(C)CC(O)CC1(C)C)OC1OC(CO)C(O)C(O)C1O (stereo not given),0.2,4.5,1,0,8,-12,-4,55*,-2
COC(CNC(=O)C1CCN(S(=O)(=O)c2cccc3nsnc23)CC1)OC,-0.1,-1.6,-2,0,3,-5,1,0,-1
CN(CC1CCCN(CCc2ccc(Cl)cc2)C1)C(=O)CC(F)(F)F (stereo not given),0.1,1.0,-2,-1,8,4,7,-1,13
CCC[C@@H](OS(N)(=O)=O)[C@@H](Cc1ccccc1)C(=O)OCC,-0.1,3.8,-3,-2,-14,-6,-19,1,9
Cc1ccc(-c2noc(CSc3nnc(CCc4ccccc4)n3-c3ccccc3)n2)cc1,0.1,3.5,8,-1,7,5,8,0,-5
CC(/C=C/c1ccc2c(c1)OCO2)=N\NC(=O)c1ccccc1,-0.1,0.5,-3,0,-7,6,-8,5,2
O=C(Nc1nccs1)c1ccc(COc2ccccc2)o1,-0.1,1.4,2,-3,-16,1,-7,1,-7
CCC(c1nnc(SCC(=O)Nc2cccnc2Cl)n1-c1ccccc1)N(C)C (stereo not given),0.1,3.3,-1,-1,-25,-6,-8,-2,4
Cc1nn(C)c(C)c1S(=O)(=O)NC1CCCc2ccccc21 (stereo not given),-0.1,0.1,-2,-4,-11,-2,-1,-3,0
COc1cc(CC(=O)NCCc2ccc(S(N)(=O)=O)cc2)cc(OC)c1OC,-0.1,1.7,1,2,-9,-3,-10,6,22
CC(C)(C)S(=O)(=O)c1ccsc1C(=O)O,14*,0.3,-1,-2,2,-8,-4,-6,0
COc1ccccc1Nc1nnc(SCC(=O)N2CC(=O)Nc3ccccc32)s1,0.1,1.2,0,-2,4,5,1,5,-15
CC1CC(NC(=O)CCn2c(=O)oc3ccccc32)CC(C)(C)C1 (stereo not given),-0.1,-1.8,0,2,3,-2,-6,-4,10
Cc1nn(-c2ccccc2)c(Cl)c1/C=N/NC(=O)c1ccn[nH]1,-0.2,2.0,-1,-2,11,6,9,-3,-4
COc1ccc(OC)c(NC(=O)c2ccc(CSc3ncccn3)cc2)c1,-0.1,4.7,2,-3,-2,4,-1,1,1
COC(=O)c1ccc(OC(=O)CCN2C(=O)C3CCCCC3C2=O)cc1 (stereo not given),0.1,-9.0,-1,-3,4,-12,-10,1,44*
N#C/C(=C\c1ccc(-c2ccccc2Cl)o1)C(=O)Nc1nc2ccccc2s1,0.2,-2.0,2,13,11,10,4,-1,6
COC(=O)c1ccc(NC(=S)NC(=O)c2cc(-c3ccccc3)nc3ccccc23)cc1,-0.2,-2.8,4,-6,-22,7,12,-1,-13
Cc1cc(C)c2nc(N(CCCN(C)C)C(=O)c3ccc4c(c3)CCCC4)sc2c1,0.1,0.9,4,0,-2,-20,-8,-2,-51
N=c1sccn1CC(=O)NCc1ccc(Cl)cc1Cl,-0.1,2.3,-3,0,-10,-10,-5,0,-46
COc1cccc(C(=O)NNC(=O)c2ccc3ccccc3c2O)c1,-0.1,-1.9,-3,0,-14,-2,-12,0,12
NC(=O)CSc1nnc(Cc2ccc3c(c2)OCO3)n1C1CCCCC1,0.6,2.0,-5,-3,-7,-8,0,0,11
CCCOc1ccc(/C=N/Nc2ccccc2[N+](=O)[O-])c(OCCC)c1,-0.4,1.5,2,-2,-17,10,-5,-1,4
CC(=O)Nc1cc(-c2ccccc2)ccc1O,-0.1,1.6,0,2,3,-7,-4,-4,-7
CC(=O)N1CCN(S(=O)(=O)c2cccc(C(=O)NNC(=O)COc3ccc(Cl)cc3C)c2)CC1,0.1,-0.4,-3,-3,5,8,1,-16,2
Cc1ccccc1Cn1cc(/C=N/n2cnnc2)c2ccccc21,0.1,2.2,3,1,-6,2,-2,0,0
C[C@H]1CN=C(Nc2ccccc2)N1CC1CCC1,-0.1,0.0,-6,2,12,6,8,-2,-1
CCOC(=O)C1CCCN(C(=O)CN2C(=O)NC(C)(c3ccc4ccccc4c3)C2=O)C1 (stereo not given),-0.1,-1.5,-8,1,-11,-7,0,-1,-41
COc1ccc(NC(=O)c2cc(-c3cc(Cl)ccc3O)n[nH]2)c(OC)c1,-0.1,0.9,0,-3,23,33*,11,-4,0
O=C(c1cccc(S(=O)(=O)NCc2ccccc2)c1)N1CCCCC1,0.1,1.5,1,2,-10,1,0,-1,2
Cc1c(NC(=O)c2ccccc2NS(=O)(=O)c2ccc(F)cc2)c(=O)n(-c2ccccc2)n1C,0.1,1.2,-3,1,6,-4,3,0,20
O=C(CCc1ccccc1)NCCc1nc2ccccc2[nH]1,-0.1,-0.6,-3,1,-14,-7,3,-1,-3
COc1cc(NC(=O)Cc2cccc3ccccc23)c(C(=O)O)cc1OC,-0.1,-1.1,5,1,11,7,6,-4,-3
Cc1ccc(-c2c(C(=O)N/N=C/C3CC=CCC3)nnn2-c2nonc2N)cc1 (stereo not given),-0.1,3.2,0,2,-9,-11,1,-2,4
Cc1ccc(NC(=O)c2ccccc2NC(=O)c2cccs2)cc1,0.1,4.1,-1,-2,21,0,7,10,-35
O=C(O)c1cn(-c2ccc(N3CCCC3)c(F)c2)c2c(F)c(F)c(F)cc2c1=O,0.4,-2.7,15,4,-6,-20,22,-1,-6
O=C(NC1CCCCCC1)c1cc2c(=O)n3ccccc3nc2s1,0.0,1.1,4,0,5,9,-8,2,-15
Cc1nc(C)n(CC(C)C(=O)N2CCN(S(=O)(=O)c3ccc(Cl)cc3)CC2)n1 (stereo not given),0.0,-0.5,1,-2,-11,4,-11,-2,1
CCn1c(NCc2cc(Cl)ccc2O)nc2ccccc21,0.1,1.3,0,0,3,3,0,2,-11
O=C(O)CCCC(=O)Nc1ccc(-n2ccc(C(F)(F)F)n2)cc1,0.0,-1.8,-2,-4,-1,6,1,2,-6
O=C(Nc1ccc2c(c1)OCO2)c1ccc([N+](=O)[O-])cc1[N+](=O)[O-],-0.1,-6.3,-6,-4,-12,-8,2,8,23
CCc1nnc(NC(=O)CN2C(=O)c3ccccc3C2=O)s1,-0.1,2.7,1,1,2,-7,0,-3,-12
COc1ccc(NC(=O)c2cc(-c3cc(OC)c(OC)c(OC)c3)nc3ccccc23)c(OC)c1,-0.1,1.6,2,-2,-23,-4,-3,-1,8
CC(C)c1cc(CN2CCOCC2)cc(C(C)C)c1O,0.1,1.6,-3,0,-13,-7,-4,-1,1
C[C@@H]1CN(Cc2cn(C)nc2-c2cccc(Cl)c2)C[C@H](C)O1,-0.2,0.9,7,-1,5,-5,-5,2,2
CC(C)Sc1nc(N2CCOCC2)c2c3c(sc2n1)COC(C)(C)C3,0.1,4.9,-4,0,-3,-5,2,1,10
CC1CN(C2CCN(C(=O)c3cccc(Cl)c3)CC2)CC(C)O1 (stereo not given),0.0,4.1,0,1,3,0,-3,2,1
COc1ccccc1C(=O)N1CCN(c2ccc(N3CCOCC3)nn2)CC1,0.0,0.7,-1,0,-13,-4,-2,0,1
CCCCC[n+]1cccc2c3ccccc3ccc21,-0.1,-1.0,-5,-3,11,7,-3,2,8
O=C(COC(=O)CCCN1C(=O)c2cccc3cccc(c23)C1=O)Nc1cccc(C(F)(F)F)c1,-0.1,4.5,5,-4,-18,-1,-2,0,-88
C(=N\Nc1ncnc2nc[nH]c12)/c1cccs1,-0.1,-1.4,-1,-2,8,10,-1,7,22
CC(C)N1CCN(CCCc2ccccc2)CC1CCO (stereo not given),0.0,-0.4,0,-1,-2,-7,0,0,6
COCCCNc1nc2c(c(=O)[nH]c(=O)n2C)n1CC(O)COc1ccccc1 (stereo not given),-0.1,-3.2,-4,-3,4,3,-8,-1,5
O=C(Nc1ccc2ccccc2c1)c1ccc(Cl)cc1Cl,0.8,2.9,-1,-2,-10,-6,-6,-1,8
CC(=O)c1sc(NC(=O)c2c(F)cccc2F)nc1C,0.1,-1.1,-2,0,11,2,4,2,-2
O=C(N=NC(=O)c1ccc2c(O)n(CC3CCCO3)c(O)c2c1)c1cccnc1 (stereo not given),0.0,0.6,-5,-3,-5,3,3,-3,2
COC(=O)c1ccc(N2CCN(C)CC2)c(NC(=O)c2cccs2)c1,0.0,2.0,4,-3,-3,-11,-22,4,7
